# JMJD2E inh – blocks human JMJD2E demethylase activity; B2RXH2; JMJD2E catalytic domain, FDH-coupled NADH fluorescence (FDH is formaldehyde dehydrogenase); Potency, µM (series often up to 57.1 µM), for the others: at the highest dose activity change, negative = inhibition, hits mostly inhibitors; 1.6% of 230,000 active; AID 2147; active = well fitted inhibition curve with a large enough effect, not every such curve was filed as active; inconclusive = small, poorly fitted or top-dose-only effect, or another doubt; inactive = no such curve, though single readings can be large or run the other way;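 note: 0% = wells with enzyme and -100% = buffer wells without enzyme; nearly all actives have a fitted effect of over 50% in size; many of its hits are not listed in these tables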
# KinaseGlo FLuc – counter-screen: inhibitors of Kinase-Glo firefly luciferase | Q27757 | Kinase-Glo luciferase, ATP luminescence, 8 min | Potency, µM (titrated, usually from 38.3 µM), for the others: top-dose activity change, negative = inhibition, actives largely listed as inhibitors | 0.28% of 200,000 active | AID 1379; note: % is set by controls: 0 for no effect and ±100 for the full control effect; nearly all actives have a fitted effect of over 60% in size
#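 Light output from Kinase-Glo luciferase with luciferin and 10 uM ATP in 50 mM imidazole pH 7.2, KCl, MgCl2, Tween 20, BSA; compound pin-delivered, 8-min ambient incubation, then luminescence read.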
# IMPase Li inh – cell-permeable IMPase inhibitors with lithium potentiation. CHO-M1 cells, IP1 TR-FRET (IP-One), carbachol + lithium. 0.35% of 210,000 active. Potency, µM (titrated, usually from 59.4 µM), for inactives: at the highest dose activity, negative = IMPase inhibition, usual class: inhibitors;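 note: IP1 builds up when IMPase is blocked and the TR-FRET signal falls; plate controls were basal vehicle for no effect and high inhibitor control for full effect; nearly all actives have a fitted effect of over 50% in size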
#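 CHO-M1, 2000 cells/well, 16–30 h culture; cpd + low Li+, 30 min 37C; lysis with d2-IP1/Eu-anti-IP1 Ab, 10 min RT; TR-FRET 665/620 ratio and 620 channel; AC50 via Hill.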
# RECQ1 inh – RECQ1 (human) helicase inhibition | AID 2549 | 0.54% of 240,000 active | RECQ1 DNA unwinding, red fluorescence kinetic read | Potency, µM (top dose mostly 57.3 µM), inactives show at the top dose activity, negative = inhibition, actives largely listed as inhibitors;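 note: plate controls were vehicle for no effect and no enzyme for full effect; nearly all actives have a fitted effect of over 30% in size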
#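 RECQ1T1 50 nM; forked duplex (20 bp + 30-nt ss tails) 200 nM, ATP 2 mM final; pH 8.0, 2 mM MgCl2, 2.5 ug/ml poly(dI-dC); 15 min compound preincubation; discontinuous kinetic read over 2 h at RT.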
# NPSR antagonist – antagonists of human neuropeptide S receptor cAMP signaling | 1% of 220,000 active | CHO-NPSR cells, cAMP TR-FRET, antagonist mode | Potency, µM (doses to about 38.3 µM), inactives show at the top dose activity change, negative = inhibition, hits mostly inhibitors | AID 1461 | Q6W5P4; note: % is set by controls: 0 for no effect and ±100 for the full control effect; nearly all actives have a fitted effect of over 50% in size; many of its hits are not listed in these tables
# Target sequence (Q6W5P4 whole entry, looked up): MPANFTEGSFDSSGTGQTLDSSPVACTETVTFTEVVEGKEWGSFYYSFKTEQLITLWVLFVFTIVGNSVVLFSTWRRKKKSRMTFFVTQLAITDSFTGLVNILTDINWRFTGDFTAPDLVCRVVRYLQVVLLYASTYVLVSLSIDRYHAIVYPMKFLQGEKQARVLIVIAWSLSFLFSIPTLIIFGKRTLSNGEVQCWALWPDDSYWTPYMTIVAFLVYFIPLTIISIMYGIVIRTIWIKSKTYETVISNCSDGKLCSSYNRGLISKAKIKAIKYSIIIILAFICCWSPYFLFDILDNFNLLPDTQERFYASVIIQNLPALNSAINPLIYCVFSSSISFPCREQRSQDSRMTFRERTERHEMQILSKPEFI
# SMN2 splice enh – SMN2 splice variant enhancement | HEK293 SMN2-luciferase splicing reporter, luminescence, 30-36 h | Potency, µM (doses to about 46.1 µM), without a hit: at the highest dose activity change, positive = activation, most hits filed as activators | 2.8% of 210,000 active | AID 1458; note: % of control where 0% means no effect; nearly all actives have a fitted effect of over 55% in size
#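 qHTS luciferase splicing reporter: luminescence rises when SMN2 exon 7 is included in transfected HEK293 cells. Compound exposure lasted 30-36 h at 37C, with 4.5 mM final sodium butyrate as control, followed by a ONE-Glo read.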
# Epigenetic derep – regulators of epigenetic silencing causing reporter derepression in mouse cells | murine LDR cells, GFP reporter derepression, 30 h | Potency, µM (titrated, usually from 53.9 µM), inactives show top-dose GFP activation, actives largely listed as activators | 0.2% of 280,000 active | AID 1865; note: % of control where 0% means no effect; nearly all actives have a fitted effect of over 60% in size
#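 Murine LDR cells bearing a silenced CMV-driven GFP reporter were exposed to compound for 30 h at 37 C. After PBS washes, GFP-positive cells (20-120 um objects) counted by laser-scanning microplate cytometry.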
# GoLoco inh red – inhibitors of human Gai1-RGS12 GoLoco interaction (red fluorophore). P63096. Gai1:RGS12 GoLoco peptide FP, rhodamine, 10 min. Potency, µM (titrated, usually from 61.6 µM), for the others: at the highest dose activity, negative = inhibition, usual class: inhibitors. 0.44% of 230,000 active. AID 880; active = well fitted inhibition curve with a large enough effect, not every such curve was filed as active; inactive = no such curve, though single readings can be large or run the other way; note: % is set by controls: 0 for no effect and ±100 for the full control effect; nearly all actives have a fitted effect of over 30% in size; many of its hits are not listed in these tables
# Target sequence (P63096 whole entry, looked up): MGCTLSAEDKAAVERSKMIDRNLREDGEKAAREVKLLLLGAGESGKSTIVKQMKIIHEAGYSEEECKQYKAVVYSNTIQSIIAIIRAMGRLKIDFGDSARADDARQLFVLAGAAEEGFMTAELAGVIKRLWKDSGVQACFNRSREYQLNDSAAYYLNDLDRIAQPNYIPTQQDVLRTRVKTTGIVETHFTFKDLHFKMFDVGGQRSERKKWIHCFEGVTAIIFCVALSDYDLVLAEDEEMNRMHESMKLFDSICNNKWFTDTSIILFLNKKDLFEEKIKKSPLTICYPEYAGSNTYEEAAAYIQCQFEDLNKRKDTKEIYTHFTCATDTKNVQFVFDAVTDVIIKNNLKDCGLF
# Active calls of the source: *; i = inactive; ? = inconclusive; . = not tested or not shown; [ ] = dose if it differs, or a comment. Unless noted, calls come from the whole dose curve; as a rule, active = well fitted curve in the direction sought with a large enough effect; inconclusive = small, poorly fitted or top-dose-only effect, or another doubt; inactive = no such curve, though single readings can be large; an effect the other way counts as inactive or inconclusive. Potency is the fitted concentration of half-maximal effect. These rows are one share of the data (hit frequency here may not be typical).
SMILES,JMJD2E inh,KinaseGlo FLuc,IMPase Li inh,RECQ1 inh,NPSR antagonist,SMN2 splice enh,Epigenetic derep,GoLoco inh red
O=C(COc1ccc(S(=O)(=O)N2CCCC2)cc1Cl)NC1CC1,4%,-2%,11%[38.3 µM],i,-15%[46.1 µM],-1%,-11%,-1%
Cc1cccc(NC(=O)c2ccccc2O)c1C,-4%,2%,4%[38.3 µM],-14%,11%[46.1 µM],11%,6.1%,5%
CN(CC(=O)Nc1ccccc1N1CCOCC1)CC(=O)Nc1ccc(F)c(F)c1F,-8%,0%,-16%,i,-12%,-11%,-1.2%,11%
CN(C)S(=O)(=O)c1cccc(NC(=O)COC(=O)CNC(=O)c2cccc([N+](=O)[O-])c2)c1,-4%,.,.,i,3%,.,-2.6%,2%
Nc1ccc2nc(C(F)(F)F)[nH]c2c1,?,-1%,4%,i,11%,-2%,-2.6%,1%
Nc1ccc(Sc2cnn(-c3ccccc3)c(=O)c2Cl)cc1,-2%,-1%,5%[38.3 µM],?,-18%[46.1 µM],?,-0.7%,1%
O=C(CSc1nc2c(cnn2-c2ccccc2)c(=O)[nH]1)N1N=C(c2cccs2)CC1c1ccc(F)cc1 (stereo not given),4µM*,4%,7%,i,-28%,-5%,-0.3%,6%
NC(=O)CSc1nnc(-c2ccc(S(=O)(=O)N3CCCC3)cc2)n1CC1CCCO1 (stereo not given),?,-2%,-4%[38.3 µM],1%,6%[46.1 µM],-11%,?,1%
CN(C)CCCN(C(=O)c1cc2ccccc2oc1=O)c1nc2ccc(F)cc2s1,-2%,-1%,5%,-4%,10%[46.1 µM],11%,4.6%,-2%
COc1ccc(S(=O)(=O)NCc2ccccn2)cc1,4%,-2%,28%[38.3 µM],20%,14%[46.1 µM],5%,8.4%,3%
O=C(CSc1cccc2cccnc12)N/N=C/c1cccnc1,?,2%,5%,-2%,-35%,-22%,-9.1%,4%
CCC(=O)Nc1cccc(C(=O)OCc2cccc([N+](=O)[O-])c2)c1,2%,1%,5%,i,-9%,-5%,1.1%,-1%
O=[N+]([O-])c1ccc(/C=N/n2cnc3ccccc32)s1,0%,0%,6%,-2%,-13%,-46%[inhibitor],-1.0%,-2%
CCN(CC)C(=O)Cn1nc(-c2ccccc2O)nc1SCC(=O)Nc1ccc(OC)cc1,7%,4%,32%[38.3 µM],-5%,?,?,-1.0%,6%
CCOc1ccc(Nc2oc(-c3cccc(Cl)c3)nc2C#N)cc1,.,2%,-12%[38.3 µM],0%,-16%[46.1 µM],?,-3.0%,5%
O=C(Nc1ccc(Cl)c([N+](=O)[O-])c1)c1ccc(NCCCN2CCOCC2)c([N+](=O)[O-])c1,-4%,1%,1%,-8%,-4%[46.1 µM],-12%,5.5%,3%
Cc1[nH]n(-c2ccccc2)c(=O)c1C=Nc1ccc(S(=O)(=O)N=C(N)N)cc1,-7%,.,.,0%,14%,.,0.2%,-3%
FC(F)(F)c1ccnc(Sc2n[nH]c(C(F)(F)F)n2)c1,0%,.,.,7%,-6%,.,1.0%,2%
Nc1nc2nc(SCC(=O)N3CCCc4ccccc43)[nH]c2c(=O)[nH]1,5%,1%,0%[38.3 µM],-23%,-5%[46.1 µM],-2%,0.8%,-5%
Brc1ccc(Oc2ncc(CN3CCOCC3)s2)cc1,4%,-2%,8%[38.3 µM],8%,-11%[46.1 µM],-3%,0.9%,-7%
COC(=O)c1cc2ccccc2c(-c2c(O)ccc3ccccc23)c1O,6%,2%,7%,-18%,-24%,22%,0.0%,3%
CN(CCc1ccccn1)S(=O)(=O)c1ccc(F)cc1,?,-7%,-9%[38.3 µM],2%,-1%[46.1 µM],?,0.0%,-5%
COC(=O)C1C2C=CC3(CN(Cc4cccs4)C(=O)C13)O2 (stereo not given),7%,5%,2%[38.3 µM],-5%,-7%[7.67 µM],23%,-2.8%,-10%
CN1C(=O)CSc2ccc(NC(=O)Nc3ccccn3)cc21,7%,-6%,23%[38.3 µM],-21%,-15%[46.1 µM],?,-0.3%,27%
Cc1nn(-c2ccccc2)c(N)c1C(O)(CC(=O)C(F)(F)F)C(F)(F)F (stereo not given),4%,-2%,-3%,5%,-7%,5%,-0.4%,5%
CS(=O)c1nc(-c2ccc(Br)cc2)cc(-c2ccccc2)c1C#N (stereo not given),-24%,3%,28%[38.3 µM],-4%,13µM*,14%,-1.1%,3%
CCOC(=O)c1c(C)n(C)c2ccc(OC)c(NC(=O)CCN3CCSCC3)c12,3%,-1%,30%[38.3 µM],-13%,12%[46.1 µM],-7%,4.9%,6%
COc1ccc(-c2nc3c(n2O)CCCC3=O)cc1OC,?,-1%,-4%[38.3 µM],i,8%[46.1 µM],-5%,-1.0%,1%
CC(OC(=O)c1ccccc1O)C(=O)Nc1cccc(Cl)c1 (stereo not given),?,0%,7%,-1%,-9%,-10%,6.7%,-1%
CCc1c(C)nc(SCC(=O)c2ccc(C)c(C)c2)[nH]c1=O,7%,2%,26%[38.3 µM],-12%,-7%[46.1 µM],-8%,1.0%,7%
Cc1cc(NC(=O)CC#N)n(-c2nc3ccccc3[nH]2)n1,-13%,.,.,-7%,17%[7.67 µM],.,-1.4%,1%
CC(C)CN(CC(C)C)C(=O)Cc1coc2ccc3ccccc3c12,?,-4%,12%[38.3 µM],-6%,?,-5%,0.0%,-1%
O=C(O)CCCC(=O)Nc1cccc([N+](=O)[O-])c1,1%,2%,-1%,-3%,7%,14%,-0.2%,3%
Cc1[nH]c(=O)[nH]c(=O)c1S(=O)(=O)N1CCCC1,4%,1%,-6%[38.3 µM],1%,3%[46.1 µM],5%,-0.9%,7%
Cc1ccc(CCNC(=O)C2CCN(S(=O)(=O)c3cccc4nsnc34)CC2)cc1,0%,2%,-2%,-7%,-7%[46.1 µM],4%,0.0%,15%
CCOC(=O)c1c(/N=C/N(C)C)sc(C=O)c1-c1ccccc1,?,0%,-8%,i,0%,1%,-3.5%,12%
O=C(O)CCn1c(-c2ccccc2)cc2ccccc21,-6%,-5%,-10%,i,43%,.,4.3%,-3%
COCCN(C(=S)Nc1cc(C)cc(C)c1)C(C)c1cccnc1 (stereo not given),4%,0%,-2%,-1%,-18%,-9%[1.84 µM],-1.9%,-13%
CCCCN(C(=O)NC(=O)Nc1nc2ccc(OC)cc2s1)S(C)(=O)=O,?,-25%,17%[38.3 µM],-3%,-21%[46.1 µM],22µM*,0.1%,1%
O=C1CC(Nc2ccccc2)C(=O)N1c1ccc(N2CCOCC2)cc1 (stereo not given),5%,5%,-10%[38.3 µM],6%,-9%[46.1 µM],-9%,-8.7%,1%
CCCCCCCOc1ccc(-c2ccc(C#N)cn2)cc1,?,-3%,8%,-3%,15%,-16%,1.3%,10%
O=C1NN(c2ccc(F)cc2)C(=O)/C1=C/c1cccs1,-1%,-8%,10%,0%,10%,.,1.1%,-24%
CNC(=O)c1ccc(Oc2ccc(C(=O)NC)cc2)cc1,-2%,-6%,-18%[38.3 µM],8%,4%[46.1 µM],?,-1.8%,-2%
CCCCCNCc1ccc(Cl)cc1,3%,-2%,6%,5%,3%,?,-0.2%,-7%
O=C(O)CSc1cc(C(F)(F)F)nc(-c2ccccn2)n1,1%,0%,-9%[38.3 µM],0%,-8%[46.1 µM],5%,0.1%,4%
O=C(c1cc(-c2ccco2)nn1-c1cccc(Cl)c1)N1CCCCC1,?,4%,21%[38.3 µM],?,?,-4%,?,18%
CC(C)(C)CC(C)(C)NC(=S)N1CCN(Cc2ccc3c(c2)OCO3)CC1,3%,1%,9%,-14%,6%,6%,16%,-13%
COc1cc2c(cc1NC(=O)C(C)Sc1nc3ccccc3n1C)oc1ccccc12 (stereo not given),-5%,-3%,-8%,-3%,-18%,-27%,3.1%,50%[activator]
COc1ccccc1CN1CCCC2(CCNCC2)C1,.,-7%,4%,6%,.,-3%,.,4%
Cc1ccc(N(CC(=O)NCc2ccc(F)cc2)C(=O)c2csnn2)cc1C,-1%,-1%,5%,0%,-8%,-5%,0.0%,10%
COc1cc(/C=C2/CCc3ccccc3C2=O)cc(OC)c1OC,1%,0%,5%,-15%,-22%[46.1 µM],-53%[inhibitor],1.0%,10%
Cc1ccccc1-n1nnc2c(=O)oc3ccccc3c21,-6%,2%,35%[38.3 µM],3%,-19%[46.1 µM],?,16µM*,-5%
COC(=O)C1=C(C(=O)OC)[C@@H]2N(C)c3ccccc3[C@@]23C[C@@H](C(=O)OC)N(S(=O)(=O)c2ccc(Br)cc2)C3=N1,-3%[11.4 µM],-4%[7.66 µM],2%,?,.,10%[9.22 µM],.,5%[14.2 µM]

# Assay outcomes as filed in PubChem.
